High-throughput results: PubChem BioAssay, Sanford-Burnham Center for Chemical Genomics
Mac1 fbg inh = inhibitors of CD11b/CD18 adhesion to fibrinogen, primary screen, K562 cells, luminescence. Integrin beta-2 (Homo sapiens) + Integrin alpha-M (Homo sapiens), P05107+P11215. ATPlite luminescence; Mn2+ added to activate the integrin. inhibition, % at 10 µM. actives 0.54% (n = 93,000);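 active = primary inhibition of 50% or more at 10 µM, then 40% or more on retest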; note: some results filed as inactive read as strong as hits
Target sequence (P05107 whole entry, looked up, other chains not shown): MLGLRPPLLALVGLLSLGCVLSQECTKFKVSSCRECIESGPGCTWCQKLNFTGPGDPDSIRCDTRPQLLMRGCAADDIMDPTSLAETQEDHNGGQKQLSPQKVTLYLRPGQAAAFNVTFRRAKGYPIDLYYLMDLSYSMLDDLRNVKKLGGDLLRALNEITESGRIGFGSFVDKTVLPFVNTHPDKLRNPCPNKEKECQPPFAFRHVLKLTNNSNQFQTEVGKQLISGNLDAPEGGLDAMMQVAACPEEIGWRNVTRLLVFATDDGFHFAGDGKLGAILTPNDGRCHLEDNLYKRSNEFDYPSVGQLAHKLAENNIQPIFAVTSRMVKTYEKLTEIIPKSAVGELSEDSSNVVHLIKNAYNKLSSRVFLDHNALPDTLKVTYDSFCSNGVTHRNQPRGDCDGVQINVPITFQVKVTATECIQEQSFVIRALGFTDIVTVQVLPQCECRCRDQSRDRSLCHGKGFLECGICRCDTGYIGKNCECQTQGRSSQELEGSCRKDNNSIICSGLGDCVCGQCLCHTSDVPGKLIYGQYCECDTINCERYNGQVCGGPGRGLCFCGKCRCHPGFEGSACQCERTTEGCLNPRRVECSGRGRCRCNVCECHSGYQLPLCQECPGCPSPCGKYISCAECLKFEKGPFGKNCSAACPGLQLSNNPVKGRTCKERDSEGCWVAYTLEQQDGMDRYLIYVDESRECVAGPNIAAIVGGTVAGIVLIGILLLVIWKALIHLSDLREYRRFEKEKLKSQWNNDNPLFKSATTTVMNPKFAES
CD11b adhes enh = enhancers of CD11b/CD18 adhesion to fibrinogen, primary screen, K562 cells, luminescence | AID 1499, 2009 | Integrin beta-2 (Homo sapiens) + Integrin alpha-M (Homo sapiens), P05107+P11215 | activation, % at 10 µM | actives 0.07% (n = 93,000) | ATPlite luminescence;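 active = 10 µM primary screen giving 50% or more activity, confirmed by 40% or more on retest at that dose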; note: strong numbers were not always called active; reference of the scale not given here
An asterisk follows results filed as active.

item	compound	Mac1 fbg inh	CD11b adhes enh
1	O=S(=O)(/N=C(/c1ccc(F)cc1)N1CCCCC1)c1ccc(Cl)cc1	3	0
2	COc1cc(NC(=O)CN2CCN(c3ccccc3F)CC2)c(C)cc1[N+](=O)[O-]	4	37
3	Cc1ccc(OCC(=O)c2cc(C)n(C3CC3)c2C)c([N+](=O)[O-])n1	-6	0
4	CC(Sc1nnc(-c2ccccc2Br)n1-c1cccc(C(F)(F)F)c1)C(N)=O (centres undefined)	2	4
5	CC(=O)OCC(=O)Nc1ccc(N=Nc2ccccc2)cc1	5	-2
6	CC(C)(CNC(=O)/C=C/c1ccc(F)cc1)CNC(=O)/C=C/c1ccc(F)cc1	6	1
7	CC(C)CNC(=O)COc1ccc(Sc2ccc(OCC(=O)NCC(C)C)cc2)cc1	3	8
8	CCOC(=O)c1c(C)[nH]c(C(=O)N/N=C/c2cccc(OC)c2)c1C	-17	2
9	COC(=O)c1c(NC(=O)CN2CCN(S(=O)(=O)c3ccccc3)CC2)sc2c1CCC(C)C2 (centres undefined)	0	4
10	N#CCCS(=O)(=O)c1ccc(N)cc1	-11	-2
11	COc1ccccc1CNC(=O)C(=O)NCC1OCCN1C(=O)c1cccs1 (centres undefined)	-11	0
12	N/C(=N\OC(=O)COc1ccccc1)c1ccc(Cl)cc1	3	-3
13	Cc1cccc2cc(C3CC(c4cccs4)=NN3C(=O)CCC(=O)O)c(Cl)nc12 (centres undefined)	12	11
14	Cc1nc2sc(C(=O)c3ccccc3)c(N)c2c2c1CCCC2	30	-4
15	CCCCOc1ccc(C(=O)NCC(=O)NCC(=O)OCC)cc1	16	-7
16	FC(F)Oc1ccccc1NC(=S)Nc1cccc(Cl)c1Cl	64	-3
17	CC(=O)c1ccc(NC(=S)N2CCC(O)CC2)cc1	-26	3
18	CCOC(=O)C1=C(C)NC(C)=C(C(=O)OCC)C1/C=C/c1ccccc1OC	19	6
19	COc1ccccc1CN(C)CC(=O)Nc1ccc(Cl)cc1C(F)(F)F	18	5
20	CC1(C)C2CCC1(C)C(OCC[N+](C)(C)CC(=O)OC1CCCCC1)C2 (centres undefined)	9	2
21	O=[N+]([O-])c1cc([N+](=O)[O-])c2cccnc2c1Oc1ccccc1O	90*	-10
22	CCOC(=O)/C(=C/c1ccc(F)cc1)NC(C)=O	1	1
23	CCCn1c(/C=C/c2ccco2)nc2ccccc21	22	35
24	Cc1ccccc1N=C1c2cc([N+](=O)[O-])ccc2-c2ncccc21	17	4
25	O=S(=O)([N-]c1nc2ccccc2nc1-[n+]1ccccc1)c1ccccc1	-9	2
26	CCOc1ccc(-c2[nH]ncc2-c2csc(C)n2)c(O)c1	0	-7
27	CCOC(=O)CN1C(c2ccccc2O)Nc2ccc(Br)cc2C1c1ccccc1 (centres undefined)	16	1
28	Cc1c(NC(=O)C(=O)/C=C(\O)c2ccc(Br)cc2)c(=O)n(-c2ccccc2)n1C	-2	-2
29	Cn1c(-[n+]2c(-c3ccccc3)cc(-c3ccccc3)cc2-c2ccccc2)nc2cc([N+](=O)[O-])ccc21	-7	0
30	O=c1nc(Nc2ccccc2)sc2ccc([N+](=O)[O-])cc12	-10	58
31	CCOC(=O)C1=C(C)N(C)C(=S)NC1c1ccc(Cl)cc1 (centres undefined)	11	-4
32	Cc1ccc([N+](=O)[O-])c(OCC(=O)OCC(=O)c2ccccc2)c1	-4	-3
33	C/C(=N\NC(=O)Nc1ccccc1)c1ccccc1	-18	13
34	Cc1cccc2sc(NC(=O)C3CCN(S(=O)(=O)c4cc([N+](=O)[O-])ccc4Cl)CC3)nc12	99	-6
35	COc1ccc(NC(=S)Nc2ccc(S(=O)(=O)N3CCOCC3)cc2)c(OC)c1	5	-2
36	COc1ccccc1NC(=O)c1ccc(NC(=O)COC(=O)C(C)C)cc1	6	-1
37	COCCCN1C(=O)C(=O)/C(=C(/O)c2ccc(OC(C)C)cc2)C1c1ccncc1 (centres undefined)	-1	-1
38	COc1cc(/C=N/N=C2/NC(=O)C(CC(=O)O)S2)ccc1OCc1ccc(Cl)cc1 (centres undefined)	9	1
39	CN1CCN(NC(=O)CN2C(=O)/C(=C/c3ccccc3F)SC2=S)CC1	-7	-4
40	Cc1ccc(CCC(=O)Nc2ncc(Cc3cccc(Cl)c3Cl)s2)o1	-1	10
41	Cc1cccc(NC(=S)N/N=C2/CCCCc3ccccc32)c1	1	5
42	COc1ccc(C2CC(C(F)(F)F)n3nc(C(=O)NCCN4CCOCC4)cc3N2)cc1 (centres undefined)	-11	1
43	CC(C)OC(=O)CCCNc1ccc([N+](=O)[O-])cc1[N+](=O)[O-]	3	1
44	COc1cc(/C=N/Nc2ccc(Cl)cc2)ccc1OC(=O)c1cccs1	-2	0
45	O=C(OCc1ccc([N+](=O)[O-])cc1)c1ccc(N2CCCC2)c([N+](=O)[O-])c1	4	32
46	COC(=O)c1ccccc1NC(=O)CNc1cc(OC)c(OC)cc1C	88	-7
47	CCc1ccc(N2CSC3=C(C#N)C(c4cccs4)CC(=O)N3C2)cc1 (centres undefined)	-14	2
48	Clc1ccccc1CSc1nncn1NC/C=C/c1ccccc1	0	10
49	CC(C)CNC(=S)NC(=O)c1ccc(Cl)cc1Cl	12	-4
50	COc1ccc(-c2nc(NC(=O)Cn3c(=O)oc4ccccc43)sc2C)cc1	28	14

Compound profiles, from the list above. Order of screens: Mac1 fbg inh | CD11b adhes enh
CCOC(=O)C1=C(C)N(C)C(=S)NC1c1ccc(Cl)cc1 (centres undefined) is entered as 11 | -4
CC(C)CNC(=S)NC(=O)c1ccc(Cl)cc1Cl is entered as 12 | -4

Going on with the list:
item	compound	Mac1 fbg inh	CD11b adhes enh
51	N#C/C(=C\c1ccc(-c2ccccc2[N+](=O)[O-])o1)C(=O)Nc1nc(-c2cccs2)cs1	59	31
52	Cc1cccc(C(C)C)c1NC(=O)c1ccc(CN(c2ccccc2)S(=O)(=O)c2ccccc2)cc1	9	6
53	Cc1ccc(C(=O)NCC(=O)OCC(=O)Nc2ncc(C(F)(F)F)cc2Cl)cc1	0	8
54	CCOC(Cn1c(SCc2cc(C(C)=O)ccc2OC)nc2ccccc2c1=O)OCC	-2	2
55	O=C(O)CC(NC(=O)C1c2ccccc2Oc2ccccc21)c1ccc(Cl)cc1 (centres undefined)	19	0
56	COc1ccc(CNC(=O)c2ccc(SC)cc2OC)cc1	-2	-4
57	COc1ccc(Cl)cc1NC(=O)[C@@H]1CCCN1C(=O)c1cccs1	-14	3
58	CC1(C)CC(C)(O)P(=O)(c2ccccc2)O1 (centres undefined)	-4	3
59	O=C(Cn1c(COc2ccccc2)nc2ccccc21)Nc1cccc(Cl)c1	-3	15
60	COc1ccc(/C=C2\C(=O)NC(=S)N2C(=O)c2ccc(F)cc2)cc1	-11	-3
61	CCN1CNC(=S)N(Cc2ccccc2)C1	16	-2
62	CCc1ccc(NC(=O)c2ccc(F)c(S(=O)(=O)N(CC)c3ccccc3)c2)cc1	-26	0
63	CCOc1ccc(NC(=O)CNC(=O)COc2ccccc2)cc1	-4	6
64	Cc1ccc(/C=N/N2CCN(C3c4ccccc4-c4ccccc43)CC2)s1	9	-1
65	CCc1nnc(NC(=O)c2sc3nc4c(cc3c2N)CCCCCC4)s1	-3	80
66	OCCNCc1cc(Br)ccc1OCc1ccccc1	1	-5
67	O=C(N/N=C/c1ccccn1)c1cc(-c2cccc3ccccc23)n[nH]1	-4	5
68	Cc1cc(=O)[nH]c(NN=C(CC(C)C)CC(C)C)n1	-14	0
69	CCc1cc2c(N[C@@H](Cc3c[nH]c4ccccc34)C(=O)O)ncnc2s1	23	-5
70	CCCCN(C(=O)CN1CC(C)OC(C)C1)c1c(N)n(CC(C)C)c(=O)[nH]c1=O (centres undefined)	2	-2
71	Cc1ccc(F)cc1NCC(=O)Nc1ccc(Br)cc1	13	1
72	CCOC(=S)SCC(=O)Nc1nc(-c2ccccc2)cs1	-1	7
73	COc1ccc(Cc2nc3ccccc3n2CC(=O)N/N=C/c2ccccc2)cc1OC	-5	1
74	CC(OC(=O)c1ccccc1Br)C(=O)Nc1nc(-c2cccc([N+](=O)[O-])c2)cs1 (centres undefined)	-6	10
75	Cc1ccc(CN2CCN(/N=C/c3ccc(C(=O)O)cc3)CC2)cc1	37	-4

Some of the entries above in a different format.
1: O=S(=O)(/N=C(/c1ccc(F)cc1)N1CCCCC1)c1ccc(Cl)cc1
2: COc1cc(NC(=O)CN2CCN(c3ccccc3F)CC2)c(C)cc1[N+](=O)[O-]
3: Cc1ccc(OCC(=O)c2cc(C)n(C3CC3)c2C)c([N+](=O)[O-])n1
4: CC(Sc1nnc(-c2ccccc2Br)n1-c1cccc(C(F)(F)F)c1)C(N)=O (centres undefined)
5: CC(=O)OCC(=O)Nc1ccc(N=Nc2ccccc2)cc1
6: CC(C)(CNC(=O)/C=C/c1ccc(F)cc1)CNC(=O)/C=C/c1ccc(F)cc1
7: CC(C)CNC(=O)COc1ccc(Sc2ccc(OCC(=O)NCC(C)C)cc2)cc1
8: CCOC(=O)c1c(C)[nH]c(C(=O)N/N=C/c2cccc(OC)c2)c1C

assay / entry	1	2	3	4	5	6	7	8
Mac1 fbg inh	3	4	-6	2	5	6	3	-17
CD11b adhes enh	0	37	0	4	-2	1	8	2

9: COC(=O)c1c(NC(=O)CN2CCN(S(=O)(=O)c3ccccc3)CC2)sc2c1CCC(C)C2 (centres undefined)
10: N#CCCS(=O)(=O)c1ccc(N)cc1
11: COc1ccccc1CNC(=O)C(=O)NCC1OCCN1C(=O)c1cccs1 (centres undefined)
12: N/C(=N\OC(=O)COc1ccccc1)c1ccc(Cl)cc1
13: Cc1cccc2cc(C3CC(c4cccs4)=NN3C(=O)CCC(=O)O)c(Cl)nc12 (centres undefined)
14: Cc1nc2sc(C(=O)c3ccccc3)c(N)c2c2c1CCCC2
15: CCCCOc1ccc(C(=O)NCC(=O)NCC(=O)OCC)cc1
16: FC(F)Oc1ccccc1NC(=S)Nc1cccc(Cl)c1Cl

assay / entry	9	10	11	12	13	14	15	16
Mac1 fbg inh	0	-11	-11	3	12	30	16	64
CD11b adhes enh	4	-2	0	-3	11	-4	-7	-3

17: CC(=O)c1ccc(NC(=S)N2CCC(O)CC2)cc1
18: CCOC(=O)C1=C(C)NC(C)=C(C(=O)OCC)C1/C=C/c1ccccc1OC
19: COc1ccccc1CN(C)CC(=O)Nc1ccc(Cl)cc1C(F)(F)F
20: CC1(C)C2CCC1(C)C(OCC[N+](C)(C)CC(=O)OC1CCCCC1)C2 (centres undefined)
21: O=[N+]([O-])c1cc([N+](=O)[O-])c2cccnc2c1Oc1ccccc1O

assay / entry	17	18	19	20	21
Mac1 fbg inh	-26	19	18	9	90*
CD11b adhes enh	3	6	5	2	-10

Going on with the list:
item	compound	Mac1 fbg inh	CD11b adhes enh
76	O=[N+]([O-])c1cccc(CSc2nnc(Cc3ccccc3)n2-c2ccc(F)cc2)c1	-12	-2
77	CN(C)N=C1c2cc(S(=O)(=O)N3CCOCC3)ccc2-c2ccc(S(=O)(=O)N3CCOCC3)cc21	7	6
78	O=C(/C=C/c1ccco1)N1CCN(C/C=C/c2ccccc2)CC1	14	2
79	O=C(CSCc1ccc(F)cc1)Nc1ccccc1C(=O)N1CCOCC1	-6	-3
80	CCOc1ccc(NC(=O)CC2C(=O)N(C)C(=S)N2Cc2ccco2)cc1 (centres undefined)	4	0
81	COc1ccc(C(C)=O)cc1COC(=O)CNC(=O)c1ccc(Cl)cc1	3	12
82	O=C(COC(=O)C1Cc2ccccc2CN1C(=O)c1ccccc1)Nc1ccc(SC(F)F)cc1 (centres undefined)	3	19
83	COC(=O)CN1C(=O)C(C)=C(c2ccc(C)cc2)S1(=O)=O	-10	0
84	Cc1ccc(C(=O)NC(=S)Nn2cnnc2)cc1	-2	0
85	COc1cccc(CNC(=O)C(=O)NCC(c2ccco2)N2CCOCC2)c1 (centres undefined)	8	-3
86	O=C(N/N=C/c1cccs1)c1cc(-c2cccc3ccccc23)n[nH]1	20	38
87	COc1ccc(CCNC(=O)CSc2nc(-c3ccc(OC)c(OC)c3)ccc2C#N)cc1	18	9
88	Cc1cc(C(=O)N2CC(C)CC(C)C2)n(-c2ccccc2)n1 (centres undefined)	0	-4
89	COc1ccc(/C=N/NC(=O)CSCc2ccc([N+](=O)[O-])cc2)cc1OC	-24	3
90	O=C(NC(Nc1nc2ccc([N+](=O)[O-])cc2s1)(C(F)(F)F)C(F)(F)F)c1cccnc1	96	-9
91	Nn1cnc2c([nH]c3ccccc32)c1=O	14	-2
92	COc1cc(/C=C(/C#N)c2ccccc2F)ccc1OCc1ccccc1	-7	-4
93	CC(C)c1cc(C(=O)N/N=C/C=C/c2ccccc2)n[nH]1	-8	-3
94	COc1ccccc1CP(=O)(c1ccccc1)c1ccccc1	-3	3
95	COc1ccccc1CNC(=O)c1ccc(-c2ccccc2)cc1	-7	-1
96	Fc1ccc(N/N=C(/c2ccccc2)c2ccccn2)cc1	11	0

Only part of the results is shown. The share of hits here may be higher or lower than overall.
